High-throughput results as filed in PubChem BioAssay.
KCNK3 block = human KCNK3 channel inhibition, primary screen; hit rate 0.84% among 340,000; O14649; B-score at 10 µM; CHO-KCNK3 thallium flux, FluxOR fluorescence; active compounds read low;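 active = B-score under library mean minus 4 SD, starting fluorescence ratio at most library mean plus 5 SD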;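 also: more negative B-score means stronger inhibition of thallium flux through KCNK3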
Platelet DG rel = platelet dense granule release activity | human platelet-rich plasma, SFLLRN dense granule ATP release, luminescence | inhibition, %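 (compounds screened at 7.5 µM in platelet-rich plasma)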 | hit rate 0.22% among 300,000;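 active = mean replicate score, as percent of positive control, at or above 50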
KCNQ1 pot = human KCNQ1 channel potentiation or activation. P51787. CHO-K1 KCNQ1, thallium flux FluxOR fluorescence; active compounds read high. B-score at 10 µM. hit rate 0.35% among 310,000;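 active = fluorescence ratio B-score, a plate-corrected score, at least three library SD, with initial intensity B-score within 5 SD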
Target sequence (P51787 whole entry, looked up): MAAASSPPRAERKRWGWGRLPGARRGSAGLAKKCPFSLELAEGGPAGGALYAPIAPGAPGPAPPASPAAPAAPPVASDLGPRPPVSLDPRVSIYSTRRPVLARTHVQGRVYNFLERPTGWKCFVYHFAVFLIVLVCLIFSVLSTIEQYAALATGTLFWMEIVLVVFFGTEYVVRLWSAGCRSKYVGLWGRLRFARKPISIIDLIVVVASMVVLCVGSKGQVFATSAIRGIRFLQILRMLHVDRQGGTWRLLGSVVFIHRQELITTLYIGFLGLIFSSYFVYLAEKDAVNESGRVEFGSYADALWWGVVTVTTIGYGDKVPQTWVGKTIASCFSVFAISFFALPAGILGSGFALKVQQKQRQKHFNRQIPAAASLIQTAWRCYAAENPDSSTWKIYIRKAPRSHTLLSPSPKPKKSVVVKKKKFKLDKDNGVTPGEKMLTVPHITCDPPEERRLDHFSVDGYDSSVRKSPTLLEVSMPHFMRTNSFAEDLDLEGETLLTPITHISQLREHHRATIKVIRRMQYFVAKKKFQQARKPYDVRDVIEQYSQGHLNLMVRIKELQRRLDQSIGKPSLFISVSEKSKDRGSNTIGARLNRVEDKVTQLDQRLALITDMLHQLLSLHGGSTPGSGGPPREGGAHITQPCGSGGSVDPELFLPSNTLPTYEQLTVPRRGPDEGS
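Assay system: CHO-K1 cells stably expressing KCNQ1. Medium: assay buffer for compound exposure, DMSO matched across wells. Timing: 37 °C overnight plating, 90-min dark dye load, 20-min compound pretreatment. Signal: kinetic FluxOR fluorescence, 10 s baseline plus 110 s post-stimulus.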
TRPC4 potent = allosteric potentiators of mouse TRPC4 channel; Q9QUQ5; HEK293 TRPC4beta/mu-opioid, DAMGO EC20, Fluo-4 Ca2+ flux; active compounds read high; B-score at 10 µM; hit rate 0.42% among 310,000;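 active = B-score of calcium response area above 5 SD of library B-scores, with initial fluorescence ratio within 5 SD of library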;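 also: B-score of integrated fluorescence ratio over time as area under calcium response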
hERG rescue = hERG (human) protection from proarrhythmic block; Q12809; CHO-hERG, FluxOR thallium flux, dofetilide IC70 present; activation (rescue from dofetilide block), less the hit threshold, % at 10 µM; hit rate 0.51% among 310,000; AID 1511;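 active = activation above the mean of controls blocked by dofetilide plus 5 SD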;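 also: thallium influx through hERG after potassium depolarization seen as dye fluorescence rise; in these data hits start at about 4.7%; inactives centre near -7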
TRPC4 agonist = activators of mouse TRPC4 channel | Q9QUQ5 | B-score at 10 µM | HEK293 TRPC4beta/mu-opioid, Fluo4 calcium fluorescence; active compounds read high | hit rate 0.49% among 310,000;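 active = B-score above 5 SD of library B-scores, and initial fluorescence ratio not above library mean plus 5 SD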;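 also: positive B-score marks a calcium rise read as TRPC4 activation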
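Technique: kinetic Fluo4 calcium fluorescence; Test system: TRPC4beta and mu-opioid receptor HEK293 stable cells; Measure: B-scored integrated calcium fluorescence ratio; Benchmarks: low control buffer alone, high control maximal DAMGO; Schedule: 45 min room-temperature Fluo4 loading, 110 s read.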
TRPC4 block = blocks the mouse TRPC4 cation channel; HEK293 TRPC4beta/mu-opioid, DAMGO-evoked Fluo4 calcium flux; active compounds read low; hit rate 0.39% among 300,000; Q9QUQ5; B-score at 10 µM;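 active = B-score over 3 SD under the library average, no early fluorescence shift, positive overall ratio signal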
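Assay system: Stable TRPC4beta/mu-opioid receptor HEK293 cells | Reagent: DAMGO in two steps, submaximal then maximal | Compound dosing: Single concentration per test compound | Signal: Fluo4 Ca2+ flux fluorescence | Evaluation: Per-well B score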
DYRK1A inh = blocks rat Dyrk1A kinase activity; Q63470; AID 504441; inhibition, % at 12.5 µM; hit rate 0.43% among 310,000; ADP-Glo luminescence, NFATc1 peptide; in the data active = inhibition above about 50%;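 also: plate controls were vehicle with enzyme for no effect and no enzyme for full effect; many of its hits are not listed in these tables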
PolyA inh = yeast polyadenylation inhibition; S. cerevisiae SKY197-pL101 polyadenylation reporter, beta-gal luminescence; efflux-impaired pdr1/pdr3 knockout yeast; score 100 = 6 SD above DMSO; calls only at 12 µM; hit rate 0.02% among 300,000; AID 1875;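 active = lowest replicate activity score at least 50, where 100 means six control SD above control mean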;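 also: yeast exposed to compound for 9 h at 30 °C; higher score means more reporter readthrough which indicates perturbed polyadenylation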
KCNQ1 block = inhibitors of human KCNQ1 potassium channel. P51787. CHO-K1 KCNQ1, FluxOR thallium flux fluorescence; active compounds read high. hit rate 1.3% among 310,000. B-score at 10 µM. AID 2642;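 active = compounds whose thallium flux B-score, printed positive for inhibition, exceeds three library SD while starting fluorescence stays within three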;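 also: channel opened by potassium depolarization with thallium stimulus after 20 min compound exposure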
KCNK9 inh = inhibitors of human KCNK9 two-pore domain potassium channel; Q9NPC2; HEK293 KCNK9, FluxOR thallium flux fluorescence; active compounds read low; B-score at 10 µM; hit rate 1.2% among 310,000; AID 488922;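 active = ratio B-score over 3 SD below the library mean, with starting fluorescence within 5 SD of its mean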;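 also: negative B-score means less thallium flux so channel inhibition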
Target sequence (Q9NPC2 whole entry, looked up, the tested form may be a part): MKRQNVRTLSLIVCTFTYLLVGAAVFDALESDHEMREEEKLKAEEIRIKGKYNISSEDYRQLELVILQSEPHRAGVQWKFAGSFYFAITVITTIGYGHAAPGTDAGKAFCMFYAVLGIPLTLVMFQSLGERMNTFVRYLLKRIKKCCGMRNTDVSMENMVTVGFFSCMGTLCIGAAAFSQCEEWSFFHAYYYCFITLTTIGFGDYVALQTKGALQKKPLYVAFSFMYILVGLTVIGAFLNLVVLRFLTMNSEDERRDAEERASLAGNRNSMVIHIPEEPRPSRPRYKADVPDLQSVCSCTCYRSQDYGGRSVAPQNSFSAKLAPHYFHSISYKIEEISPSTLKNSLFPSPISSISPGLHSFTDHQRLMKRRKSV
* hit, by the source's call. A portion of the library; the hit share may differ from the screen's.

For Cc1nc2cccc(C(=O)Oc3ccc([N+](=O)[O-])cc3)c2o1 the results were KCNK3 block inactive, Platelet DG rel 11.1, KCNQ1 pot inactive, TRPC4 potent inactive, hERG rescue -11.4, TRPC4 agonist inactive, TRPC4 block inactive, DYRK1A inh -2.3, PolyA inh inactive, KCNQ1 block inactive and KCNK9 inh inactive.
Screening CN(C(=O)COC(=O)c1cc(S(=O)(=O)N2CCOCC2)c(Cl)cc1Cl)C1CCS(=O)(=O)C1 (centres undefined) returned KCNK3 block inactive, Platelet DG rel 7.0, KCNQ1 pot inactive, TRPC4 potent inactive, hERG rescue -8.1, TRPC4 agonist inactive, TRPC4 block inactive, DYRK1A inh 1.8, KCNQ1 block inactive and KCNK9 inh inactive.
Screening O=C(O)CCCNC(=O)c1cccc(C(=O)NCCCC(=O)O)n1 returned KCNK3 block inactive, Platelet DG rel -21.7, KCNQ1 pot inactive, TRPC4 potent inactive, hERG rescue -9.7, TRPC4 agonist inactive, TRPC4 block inactive, DYRK1A inh 10.5, PolyA inh inactive, KCNQ1 block inactive and KCNK9 inh inactive.
For Cn1c(=O)c2c(nc(-n3ccnc3)n2Cc2ccccc2)n(C)c1=O the results were KCNK3 block inactive, Platelet DG rel -6.7, KCNQ1 pot inactive, TRPC4 potent inactive, hERG rescue -3.4, TRPC4 agonist inactive, TRPC4 block inactive, DYRK1A inh -2.8, KCNQ1 block inactive and KCNK9 inh inactive.
N#CC1=C(N)OC2=C(CN(Cc3ccccc3)C/C2=C\c2cccnc2)C1c1cccnc1 (centres undefined) was read as KCNK3 block inactive, Platelet DG rel 3.3, KCNQ1 pot inactive, TRPC4 potent inactive, hERG rescue -10.7, TRPC4 agonist inactive, TRPC4 block inactive, DYRK1A inh -4.3, PolyA inh inactive, KCNQ1 block inactive and KCNK9 inh inactive.
Screening CCOC(=O)c1cnc2ccc(Cl)cc2c1N1CCN(C)CC1 returned KCNK3 block inactive, Platelet DG rel 6.3, KCNQ1 pot inactive, TRPC4 potent inactive, hERG rescue -6.2, TRPC4 agonist inactive, TRPC4 block inactive, DYRK1A inh 34.8, PolyA inh inactive, KCNQ1 block inactive and KCNK9 inh inactive.
For Cc1ccc(NC(=S)NCCSc2ccc(Cl)cc2)c(C)c1 the results were KCNK3 block inactive, Platelet DG rel -2.3, KCNQ1 pot inactive, TRPC4 potent inactive, hERG rescue -5.1, TRPC4 agonist inactive, TRPC4 block inactive, DYRK1A inh 4.3, PolyA inh inactive, KCNQ1 block inactive and KCNK9 inh inactive.
`Cc1ccc(C(=O)O/N=C(\N)c2ccccn2)c(Cl)c1` gave KCNK3 block inactive, Platelet DG rel 75.9*, KCNQ1 pot inactive, TRPC4 potent inactive, hERG rescue -11.0, TRPC4 agonist inactive, TRPC4 block inactive, DYRK1A inh 26.7, PolyA inh inactive, KCNQ1 block inactive and KCNK9 inh inactive.
CCCCOc1ccc(C(C)(O)CCN2CCOCC2)cc1 (centres undefined) was read as KCNK3 block inactive, KCNQ1 pot inactive, TRPC4 potent inactive, hERG rescue -4.0, TRPC4 agonist inactive, TRPC4 block inactive, DYRK1A inh -7.2, PolyA inh inactive, KCNQ1 block inactive and KCNK9 inh inactive.
For Cc1cc(-c2ccccc2)nc(N/N=C/c2ccc(N(C)C)cc2)n1 the results were KCNK3 block inactive, Platelet DG rel -9.6, KCNQ1 pot inactive, TRPC4 potent inactive, hERG rescue -13.4, TRPC4 agonist inactive, TRPC4 block inactive, DYRK1A inh -2.0, PolyA inh inactive, KCNQ1 block inactive and KCNK9 inh inactive.
Screening CCC(C)[C@H]1CN=C(N)N1CCc1cc(C(F)(F)F)cc(C(F)(F)F)c1 (some centres undefined) returned KCNK3 block inactive, Platelet DG rel -1.4, KCNQ1 pot inactive, TRPC4 potent inactive, hERG rescue -12.7, TRPC4 agonist inactive, TRPC4 block inactive, DYRK1A inh 0.5, PolyA inh inactive, KCNQ1 block inactive and KCNK9 inh inactive.
Screening Cn1c(COc2ccc(Cl)cc2)nnc1SCc1ncc(-c2ccccc2)o1 returned KCNK3 block inactive, Platelet DG rel -1.5, KCNQ1 pot inactive, TRPC4 potent inactive, hERG rescue -6.1, TRPC4 agonist inactive, TRPC4 block inactive, DYRK1A inh 7.1, PolyA inh inactive, KCNQ1 block inactive and KCNK9 inh inactive.
CC(=O)Nc1ccc(SCC(=O)c2ccc(Br)s2)cc1 was read as KCNK3 block inactive, Platelet DG rel 11.3, KCNQ1 pot inactive, TRPC4 potent inactive, hERG rescue -15.5, TRPC4 agonist inactive, TRPC4 block inactive, DYRK1A inh -0.9, PolyA inh inactive, KCNQ1 block inactive and KCNK9 inh inactive.
CCOc1ccc(/C=N/OCC(=O)NC(c2ccccc2)c2ccccc2)cc1 was read as KCNK3 block inactive, Platelet DG rel -0.7, KCNQ1 pot inactive, TRPC4 potent inactive, hERG rescue -7.9, TRPC4 agonist inactive, TRPC4 block inactive, DYRK1A inh -2.4, PolyA inh inactive, KCNQ1 block inactive and KCNK9 inh inactive.
For Cc1ccc(CNC(=O)CN2CCN(c3ccc(F)cc3)CC2)cc1 the results were KCNK3 block inactive, Platelet DG rel 7.2, KCNQ1 pot inactive, TRPC4 potent inactive, hERG rescue -0.3, TRPC4 agonist inactive, TRPC4 block inactive, DYRK1A inh -0.1, PolyA inh inactive, KCNQ1 block inactive and KCNK9 inh inactive.
For O=C(NC(=S)Nc1cccnc1Cl)c1ccc(Cl)cc1 the results were KCNK3 block inactive, Platelet DG rel 2.2, KCNQ1 pot inactive, TRPC4 potent inactive, hERG rescue -2.9, TRPC4 agonist inactive, TRPC4 block inactive, DYRK1A inh 12.3, PolyA inh inactive, KCNQ1 block inactive and KCNK9 inh inactive.
Screening O=C(CC(C(=O)O)c1c[nH]c2ccccc12)c1ccccc1 (centres undefined) returned KCNK3 block inactive, Platelet DG rel 2.9, KCNQ1 pot inactive, TRPC4 potent inactive, hERG rescue -1.6, TRPC4 agonist inactive, TRPC4 block inactive, DYRK1A inh -1.6, PolyA inh inactive, KCNQ1 block inactive and KCNK9 inh inactive.
O=C(Nc1nc(-c2ccc([N+](=O)[O-])cc2)cs1)c1c(F)cccc1F was read as KCNK3 block inactive, Platelet DG rel 2.0, KCNQ1 pot inactive, TRPC4 potent inactive, hERG rescue -6.6, TRPC4 agonist inactive, TRPC4 block inactive, DYRK1A inh 5.6, PolyA inh inactive, KCNQ1 block inactive and KCNK9 inh inactive.
CN(CC(=O)Nc1ccc(F)cc1)C(=O)c1cccc(S(=O)(=O)N2CCN(c3ccccc3)CC2)c1 was read as KCNK3 block inactive, Platelet DG rel -0.8, KCNQ1 pot inactive, TRPC4 potent inactive, hERG rescue -14.7, TRPC4 agonist inactive, TRPC4 block inactive, DYRK1A inh -6.6, PolyA inh inactive, KCNQ1 block inactive and KCNK9 inh inactive.
`CN(C)C(=S)SCC(=O)Nc1ccc(Cl)cc1Cl` gave KCNK3 block inactive, Platelet DG rel -7.5, KCNQ1 pot inactive, TRPC4 potent inactive, hERG rescue -2.4, TRPC4 agonist inactive, TRPC4 block inactive, DYRK1A inh 4.9, PolyA inh inactive, KCNQ1 block inactive and KCNK9 inh inactive.
Screening CC1CCN(C(=O)Cn2c(=O)n(CCCC(=O)NCc3ccco3)c(=O)c3sccc32)CC1 returned KCNK3 block inactive, Platelet DG rel -2.4, KCNQ1 pot inactive, TRPC4 potent inactive, hERG rescue -10.3, TRPC4 agonist inactive, TRPC4 block inactive, DYRK1A inh -4.9, PolyA inh inactive, KCNQ1 block inactive and KCNK9 inh inactive.
For Cc1ccccc1CNC(=O)C(=O)NCCC1CCCCN1S(=O)(=O)c1ccccc1 (centres undefined) the results were KCNK3 block inactive, Platelet DG rel 3.8, KCNQ1 pot inactive, TRPC4 potent inactive, hERG rescue -13.1, TRPC4 agonist inactive, TRPC4 block inactive, PolyA inh inactive, KCNQ1 block inactive and KCNK9 inh inactive.
For Cc1ccc(-n2nnnc2SCC(=O)N2CC(=O)Nc3ccccc32)cc1 the results were KCNK3 block inactive, Platelet DG rel 10.9, KCNQ1 pot inactive, TRPC4 potent inactive, hERG rescue -2.8, TRPC4 agonist inactive, TRPC4 block inactive, DYRK1A inh 0.9, PolyA inh inactive, KCNQ1 block inactive and KCNK9 inh inactive.
CC(=O)C1=C(O)C(=O)N(CCc2c[nH]c3ccccc23)C1c1ccccc1 (centres undefined) was read as KCNK3 block inactive, Platelet DG rel -3.5, KCNQ1 pot inactive, TRPC4 potent inactive, hERG rescue -19.2, TRPC4 agonist inactive, TRPC4 block inactive, DYRK1A inh 5.2, PolyA inh inactive, KCNQ1 block inactive and KCNK9 inh inactive.
`Cc1cc(=O)cc(C)n1-c1ccc2c(c1)nc(C)n2-c1ccccc1` gave KCNK3 block inactive, Platelet DG rel 2.5, KCNQ1 pot inactive, TRPC4 potent inactive, hERG rescue -10.9, TRPC4 agonist inactive, TRPC4 block inactive, PolyA inh inactive, KCNQ1 block inactive and KCNK9 inh inactive.
CCc1ccc2c(c1)cc(CN(Cc1ccco1)C(C)=O)c1nnnn12 was read as KCNK3 block inactive, Platelet DG rel -6.1, KCNQ1 pot inactive, TRPC4 potent inactive, hERG rescue -10.4, TRPC4 agonist inactive, TRPC4 block inactive, DYRK1A inh 3.9, PolyA inh inactive, KCNQ1 block inactive and KCNK9 inh inactive.
`COc1ccc(CNc2ncnc3cc(OC)c(OC)cc23)cc1` gave KCNK3 block inactive, Platelet DG rel 5.8, KCNQ1 pot inactive, TRPC4 potent inactive, hERG rescue -5.9, TRPC4 agonist inactive, TRPC4 block inactive, DYRK1A inh -0.2, PolyA inh inactive, KCNQ1 block inactive and KCNK9 inh inactive.
`O=C1CC(=O)N(Cc2cccs2)C(=O)N1` gave KCNK3 block inactive, Platelet DG rel 5.1, KCNQ1 pot inactive, TRPC4 potent inactive, hERG rescue -3.0, TRPC4 agonist inactive, TRPC4 block inactive, DYRK1A inh 6.5, PolyA inh inactive, KCNQ1 block inactive and KCNK9 inh inactive.
Screening COc1cc(C(=O)NC2CC3CCCC(C2)N3C2CC2)cc(OC)c1OC (centres undefined) returned KCNK3 block inactive, Platelet DG rel -3.8, KCNQ1 pot inactive, TRPC4 potent inactive, hERG rescue -7.7, TRPC4 agonist inactive, TRPC4 block inactive, DYRK1A inh 0.5, PolyA inh inactive, KCNQ1 block inactive and KCNK9 inh inactive.
